BoNT-F LC inh: inhibitors of Botulinum neurotoxin F light chain protease | Multiplex microsphere protease cleavage assay, flow cytometry | inhibition, % at 10 µM | actives 0.22% (n = 360,000) | AID 588497; in the data active = inhibition above about 35%, passing the limit was not always enough; also: plate controls were buffer without enzyme for full effect and enzyme alone for no effect
Anthrax LF inh2: blocks Bacillus anthracis lethal factor protease; AID 588501; P15917; actives 0.12% (n = 360,000); inhibition, % at 10 µM; multiplex microsphere protease cleavage assay, LF; also: plate controls were buffer without enzyme for full effect and enzyme alone for no effect
SARS 3CLpro inh: SARS-CoV 3CLpro protease inhibition; recombinant SARS-CoV 3CLpro, quenched FRET peptide cleavage; inhibition, % at 6 µM; actives 0.14% (n = 290,000); in the data active = inhibition above about 12%
SSB-PriA inh: blocks PriA binding to SSB C-terminal tail; inhibition, % at 33 µM; AID 1272365; actives 0.6% (n = 430,000); AlphaScreen SSBct-PriA binding, biotinylated peptide; in the data active = inhibition mostly above about 37%, no sharp cut-off; inactive = mostly below about 20%;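 also: plate controls were negative control peptide for no effect and reference peptide for full effect; strong numbers were not always called active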
BoNT A protease: inhibitors of Botulinum neurotoxin A light chain protease | multiplex microsphere protease substrate cleavage, flow cytometry | inhibition, % at 10 µM | actives 0.17% (n = 360,000) | AID 588499; also: plate controls were buffer without enzyme for full effect and enzyme alone for no effect
CCHFV vOTU inh: CCHFV vOTU protease inhibition; actives 0.55% (n = 370,000); inhibition, % at 11.5 µM; Pep-AMC fluorescence; AID 651958; in the data active = inhibition above about 30%; also: 0% = vehicle wells with enzyme and 100% = no enzyme wells
MazF activator: increases E. coli MazEF RNase cleavage of RNA | FAM/BHQ RNA-DNA oligo cleavage fluorescence, 5 h | activation, % at 20 µM | AID 504720 | actives 0.32% (n = 350,000) | P0AE70; in the data active = activation above about 50%
Target sequence (P0AE70 whole entry, looked up): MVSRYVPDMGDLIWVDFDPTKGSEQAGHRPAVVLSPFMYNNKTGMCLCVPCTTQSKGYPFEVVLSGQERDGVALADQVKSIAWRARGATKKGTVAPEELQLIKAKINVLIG
Rv3671c protease: inhibits the M. tuberculosis serine protease Rv3671c | actives 0.048% (n = 320,000) | inhibition, % at 5.96 µM | P9WHR9; in the data active = inhibition above about 38%;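 also: extracellular domain of Rv3671c used as enzyme; 0% = enzyme with DMSO and 100% = no enzyme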
Target sequence (P9WHR9 whole entry, looked up, the tested form may be a part): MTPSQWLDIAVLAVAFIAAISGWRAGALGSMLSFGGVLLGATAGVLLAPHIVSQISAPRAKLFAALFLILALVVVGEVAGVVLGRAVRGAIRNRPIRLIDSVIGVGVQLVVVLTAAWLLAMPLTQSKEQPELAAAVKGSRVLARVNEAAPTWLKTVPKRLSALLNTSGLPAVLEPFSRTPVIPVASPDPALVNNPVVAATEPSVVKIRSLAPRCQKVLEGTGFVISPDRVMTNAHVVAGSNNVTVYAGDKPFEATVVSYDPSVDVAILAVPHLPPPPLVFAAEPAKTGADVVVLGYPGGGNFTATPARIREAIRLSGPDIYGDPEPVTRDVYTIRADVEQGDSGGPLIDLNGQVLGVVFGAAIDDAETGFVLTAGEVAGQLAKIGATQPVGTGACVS
PrPC TRFRET: cell surface PrPC inhibition, primary TR-FRET screen. TR-FRET read-out. actives 0.43% (n = 370,000). inhibition, % at 13.8 µM. AID 720596. P04156; in the data active = inhibition above about 24%; also: 0% = median of the test wells and 100% = reference compound wells
DUSP3 inh: inhibitors of human VHR1 phosphatase (DUSP3); recombinant VHR phosphatase, pNPP absorbance; inhibition, % at 13.3 µM; actives 0.52% (n = 290,000); AID 1654; in the data active = inhibition above about 50%; also: some compounds called inactive have numbers as strong as hits
Target sequence (P51452 whole entry, looked up): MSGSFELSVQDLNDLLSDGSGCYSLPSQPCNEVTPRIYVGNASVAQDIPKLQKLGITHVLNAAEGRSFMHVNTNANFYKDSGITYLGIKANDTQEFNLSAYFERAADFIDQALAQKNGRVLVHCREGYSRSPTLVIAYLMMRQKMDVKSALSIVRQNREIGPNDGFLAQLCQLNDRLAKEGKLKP
An asterisk follows results filed as active; nt = no result given; & = joins results of further samples. Rule as the data show it, unless noted: active = inhibition above about 30%; inconclusive = no clear call, values can overlap the other calls; inactive = below that. A portion of the library; count on the stated rates, not on these rows.

SMILES	BoNT-F LC inh	Anthrax LF inh2	SARS 3CLpro inh	SSB-PriA inh	BoNT A protease	CCHFV vOTU inh	MazF activator	Rv3671c protease	PrPC TRFRET	DUSP3 inh
COc1ccc([C@H]2CC(=O)C=C(C#CC(C)(C)C)C2)cc1	-2	2	nt	-3	-0.2	23	-6	-1	3	nt
C/C(=N\NC(=O)c1ccc(N/N=C(\C)c2ccc(O)cc2)cc1)c1ccc(O)cc1	-13	-6	0	nt	-3.1	12	9	5	18	44
O=C(NCCN1CCOCC1)c1cc(-c2cccs2)nc2ccccc12	6	2	-5	-1	2.3	-133	-2	3	-17	22
Cc1ccc(C(=O)Nc2c(N)nc(SCC(=O)NCC3CCCO3)[nH]c2=O)cc1 (configuration not stated)	0	-3	-2	-19&7	1.0	5	-2	-3	-6	11
CCn1c(C)c(CS(=O)(=O)c2ccccc2)[nH]c1=O	-5	-11	-5	-13	-0.8	-1	-10	0	13	2
COC(=O)c1cc(OC)c(OC)cc1NC(=S)N1CCCCC1	8	2	-2	-10	5.3	3	4	-4	-4	17
Cc1ccccc1Cn1c(O)c(N=NC(=S)Nc2ccccc2F)c2ccccc21	6	2	-5	12	12	9	13	-12	-2	3
CC(C)NC(=O)NS(=O)(=O)c1cnccc1NC1CC2CCC1C2 (configuration not stated)	3	-3	-2	-13	-0.3	6	-1	-4	1	-14
COc1cccc(CNC(=O)CSc2ccc(-c3ccccn3)nn2)c1	10	-1	-2	3&-6	1.7	-12	4	0	-1	15
Cc1cc(NC(=O)CSc2nnc(-c3ccco3)n2Cc2ccccc2)no1	-13	4	3	-7	-1.2	10	-7	-7	5	4
Cc1cccc(CCNC(=O)C2CCC(=O)N2Cc2ccc(F)cc2)c1 (configuration not stated)	2	-4	-5	-2	0.9	-6	-5	3	-1	0
COC(=O)CSc1nnc(SCc2ccc(Cl)cc2)s1	1	-8	3	-38	-0.9	-1	-3	6	-2	16

Pulled by structure from above:
SMILES	BoNT-F LC inh	Anthrax LF inh2	SARS 3CLpro inh	SSB-PriA inh	BoNT A protease	CCHFV vOTU inh	MazF activator	Rv3671c protease	PrPC TRFRET	DUSP3 inh
CCn1c(C)c(CS(=O)(=O)c2ccccc2)[nH]c1=O	-5	-11	-5	-13	-0.8	-1	-10	0	13	2
Cc1ccccc1Cn1c(O)c(N=NC(=S)Nc2ccccc2F)c2ccccc21	6	2	-5	12	12	9	13	-12	-2	3

Further entries follow:
SMILES	BoNT-F LC inh	Anthrax LF inh2	SARS 3CLpro inh	SSB-PriA inh	BoNT A protease	CCHFV vOTU inh	MazF activator	Rv3671c protease	PrPC TRFRET	DUSP3 inh
CC(O)(c1ccc(F)c(F)c1)c1nc(-c2ccc(F)c(Cl)c2)cs1 (configuration not stated)	-4	-5	nt	nt	0.5	19	nt	nt	-4	nt
COc1ccc(NC(=O)C2CCN(S(=O)(=O)c3ccc(N4CCCC4=O)cc3)CC2)c(OC)c1	-1	-4	-6	-4	1.3	3	-3	6	6	47
CCC(C(=O)NCc1ccncc1)c1ccccc1 (configuration not stated)	-3	-2	-2	-6	-0.5	-1	-1	-3	4	38
CCC1CCCCN1C(=O)COc1cc(=O)n(C)c2ccccc12 (configuration not stated)	-3	-6	-7	-11	-0.6	13	1	7	6	38
Cc1nonc1C(=O)N/N=C/c1ccc([N+](=O)[O-])o1	1	0	0	nt	-1.2	0	-3	-23	-17	9
Cc1cc(NC(=O)COC(=O)CCCOc2ccc(Cl)cc2C)no1	-26	0	-2	-6	0.4	8	-5	0	-5	36
O=C(O)c1ccc(CSCc2ccccc2F)o1	-5	1	4	-18	-0.2	2	-5	-1	-1	-2
O=C(NCCc1c[nH]c2ccccc12)c1cc(S(=O)(=O)N2CCCCC2)ccc1N1CCOCC1	-15	0	5	-11	-1.0	-1	0	6	9	15
CN(C)S(=O)(=O)c1ccc(N2CCCC2)c(C(=O)NCCc2ccc(F)cc2)c1	-1	0	-1	-13	-2.9	10	1	4	4	-14
C[C@H]1C(=O)O[C@@H]2CCN3CC=C(COC(=O)[C@](C)(O)[C@]1(C)O)[C@H]23	2	-16	nt	-9	-0.8	-1	-11	12	0	nt
COc1cc(C(=O)NC2CC3CCCC(C2)N3CC(=O)Nc2ccccc2)cc(OC)c1OC (configuration not stated)	-8	-3	-3	-12	0.9	-5	6	5	-6	10
Cc1cc(S(=O)(=O)N2CCCC2)ccc1OCC(=O)NCc1ccccn1	14	3	-4	3	0.5	-2	4	-1	-1	8
NC(=O)c1ccccc1OCC(=O)N1CCC(Cc2ccccc2)CC1	-4	-2	nt	5	0.6	15	5	-5	11	nt
Cn1c(SCC(=O)NCc2ccco2)nc2ccccc2c1=O	-11	-6	3	-13	-1.7	-10	3	1	0	20
C=CC[C@H](CC(=O)NCCO)C(=O)N[C@H](COC(=O)[C@H](CC=C)CC(=O)OC(C)(C)C)c1ccccc1	4	-2	nt	-7	-0.2	7	-1	1	7	nt
CC(C)N(C(=O)CCl)c1ccccc1	18	-11	nt	-11&-6	0.0	3	-2	nt	6	nt
Cc1ccc(S(=O)(=O)NCCCCCC(=O)N(C)C)cc1	2	-3	-5	-14&-16	1.1	12	9	1	-1	-12
COc1cc(OC)c2c(-c3cccc(-c4ccc(OC(F)(F)F)cc4)c3)cc(=O)oc2c1	2	-1	nt	0	-0.2	5	-6	nt	5	nt
CC(=O)c1ccc([C@@H]2C[C@]34CN(Cc5cccc(C(F)(F)F)c5)S(=O)(=O)[C@H]3C[C@H]2O4)cc1	4	3	nt	-9	-0.1	-1	-2	-2	-3	-24
S=c1nc(-c2ccccc2Cl)[nH][nH]1	-4	-4	8	-6	-0.9	-15	-8	4	-6	22
CCOC(=O)C1C(=O)NC(C(=O)OCC)(C(=O)OCC)C1C(C)CC (configuration not stated)	1	0	nt	-6	-0.5	19	6	nt	-2	nt
CC(C)CCn1c(=O)c2ccccc2n2c(CN3CCOCC3)nnc12	-1	-2	-4	-9	0.0	-7	2	6	1	-15
COc1ccc(/C=C2\SC(=O)N(CC(=O)Nc3cccnc3)C2=O)cc1OC	-2	0	0	2	-0.2	6	-4	8	-7	12
Cc1ccc(OCCN(C)C(=O)c2cc(COc3ccc(F)cc3F)on2)cc1	4	-2	3	-16	0.4	21	-4	-2	-3	1
CC(=O)NC1C(c2nc3ccccc3s2)=C(c2ccccc2)C(=O)N1c1ccc(C)cc1 (configuration not stated)	-8	-10	0	-18	-0.1	1	11	1	-1	23
COCCNC(=O)C1(C)CCN(C(=O)c2cccc(C)c2C)C1 (configuration not stated)	-1	-12	nt	nt	-0.4	-7	nt	nt	7	nt
O=C(Cn1cnc2c(OCc3ccccc3)ncnc21)N1CCN(c2ccccn2)CC1	-2	1	nt	4	0.0	3	2	6	5	nt
CC1CC(C)CN(c2ccc(NS(=O)(=O)c3ccccc3)cc2C(=O)O)C1 (configuration not stated)	3	0	6	16	-1.0	-1	0	-4	-8	-19
COc1cc2[nH]c(=S)nc(NCc3cccc(Cl)c3)c2cc1OC	-3	-6	-7	-5	0.5	-4	2	-11	-1	17
Cc1ccc2nc(-c3ccccc3C)oc(=O)c2c1	nt	nt	2	-14	nt	26	3	62*	4	16
COC(=O)c1c(NC(=O)c2cccc(S(=O)(=O)N3CCN(C)CC3)c2)sc(C)c1C	-4	-2	nt	-2	-1.4	7	4	-2	3	nt
Cc1nc2ccccc2n1CCN1CCOCC1	2	-6	1	5	-1.2	2	13	2	8	-14
CC(C)Cc1nnc(NC(=O)CCC(=O)N2CCN(c3ccc([N+](=O)[O-])cc3)CC2)s1	-8	0	3	-4	-2.7	12	4	-3	-32	20

As a working copy, 16 of the compounds above:
SMILES	BoNT-F LC inh	Anthrax LF inh2	SARS 3CLpro inh	SSB-PriA inh	BoNT A protease	CCHFV vOTU inh	MazF activator	Rv3671c protease	PrPC TRFRET	DUSP3 inh
COc1cc(OC)c2c(-c3cccc(-c4ccc(OC(F)(F)F)cc4)c3)cc(=O)oc2c1	2	-1	nt	0	-0.2	5	-6	nt	5	nt
CC(=O)c1ccc([C@@H]2C[C@]34CN(Cc5cccc(C(F)(F)F)c5)S(=O)(=O)[C@H]3C[C@H]2O4)cc1	4	3	nt	-9	-0.1	-1	-2	-2	-3	-24
S=c1nc(-c2ccccc2Cl)[nH][nH]1	-4	-4	8	-6	-0.9	-15	-8	4	-6	22
CCOC(=O)C1C(=O)NC(C(=O)OCC)(C(=O)OCC)C1C(C)CC (configuration not stated)	1	0	nt	-6	-0.5	19	6	nt	-2	nt
CC(C)CCn1c(=O)c2ccccc2n2c(CN3CCOCC3)nnc12	-1	-2	-4	-9	0.0	-7	2	6	1	-15
COc1ccc(/C=C2\SC(=O)N(CC(=O)Nc3cccnc3)C2=O)cc1OC	-2	0	0	2	-0.2	6	-4	8	-7	12
Cc1ccc(OCCN(C)C(=O)c2cc(COc3ccc(F)cc3F)on2)cc1	4	-2	3	-16	0.4	21	-4	-2	-3	1
CC(=O)NC1C(c2nc3ccccc3s2)=C(c2ccccc2)C(=O)N1c1ccc(C)cc1 (configuration not stated)	-8	-10	0	-18	-0.1	1	11	1	-1	23
COCCNC(=O)C1(C)CCN(C(=O)c2cccc(C)c2C)C1 (configuration not stated)	-1	-12	nt	nt	-0.4	-7	nt	nt	7	nt
O=C(Cn1cnc2c(OCc3ccccc3)ncnc21)N1CCN(c2ccccn2)CC1	-2	1	nt	4	0.0	3	2	6	5	nt
CC1CC(C)CN(c2ccc(NS(=O)(=O)c3ccccc3)cc2C(=O)O)C1 (configuration not stated)	3	0	6	16	-1.0	-1	0	-4	-8	-19
COc1cc2[nH]c(=S)nc(NCc3cccc(Cl)c3)c2cc1OC	-3	-6	-7	-5	0.5	-4	2	-11	-1	17
Cc1ccc2nc(-c3ccccc3C)oc(=O)c2c1	nt	nt	2	-14	nt	26	3	62*	4	16
COC(=O)c1c(NC(=O)c2cccc(S(=O)(=O)N3CCN(C)CC3)c2)sc(C)c1C	-4	-2	nt	-2	-1.4	7	4	-2	3	nt
Cc1nc2ccccc2n1CCN1CCOCC1	2	-6	1	5	-1.2	2	13	2	8	-14
CC(C)Cc1nnc(NC(=O)CCC(=O)N2CCN(c3ccc([N+](=O)[O-])cc3)CC2)s1	-8	0	3	-4	-2.7	12	4	-3	-32	20
